NCI-60 one-dose screen, 48 h, at 10 µM unless noted. Numbers give growth in % (100 = growth as untreated, 0 = no growth, -100 = all killed).
T-47D – T-47D breast cancer; AID 1794792; 79,000 tested, 5% active
LOX IMVI – LOX IMVI melanoma; 79,000 tested, 7.4% active; AID 1794757
MALME-3M – MALME-3M melanoma; AID 1794766; 78,000 tested, 5.8% active
MDA-MB-231 – MDA-MB-231 breast cancer; 81,000 tested, 5% active
HS 578T – HS 578T breast cancer; 78,000 tested, 4.1% active
BT-549 – BT-549 breast cancer | 78,000 tested, 4.4% active | AID 1794793
SK-MEL-2 – SK-MEL-2 melanoma. 77,000 tested, 4.7% active
MCF7 – MCF7 breast cancer | 82,000 tested, 6.3% active
* = called active by the depositor; . = not tested or not shown; & = joins results of further samples; [ ] = another dose, or the depositor's remark. Rule for the calls: active = growth percent below 10; inactive = the rest.

SMILES	T-47D	LOX IMVI	MALME-3M	MDA-MB-231	HS 578T	BT-549	SK-MEL-2	MCF7
Cc1ccc(-n2c(SCCc3c[nH]c4ccccc34)nnc2-c2ccncc2)cc1	100.4	96.0	93.3	94.3	107.1	89.7	100.5	82.9
COc1cc(CNC(=O)Cc2ccccc2)ccc1OCc1cn(-c2ccccc2)nn1	97.0	97.6	112.3	94.1	95.7	98.5	99.4	93.0
COc1ccc(-c2cc(C(=O)Nc3nc4ccc(OC)cc4s3)nc3cc(-c4ccccc4)nn23)cc1	96.4	93.1	.	118.3	101.4	125.6	.	87.3
COc1cc(OC)c2c(=O)c3c(CC=C(C)C)cc(OC)c(O)c3oc2c1	57.7	82.0	113.7	91.1	88.7	77.5	91.4	78.5
COc1cc2nn(-c3ccccc3N)nc2cc1OC	93.6	94.7	103.0	115.8	92.6	81.3	106.3	90.7
O=C(COCc1c(-c2ccccc2)no[n+]1[O-])Nc1ccc(C(=O)/C=C/c2ccc(Cl)cc2)cc1	108.9	77.4	119.4	106.9	92.6	101.8	125.2	94.6
Cc1ccc(C2=NN(C(=O)c3ccc(S(C)(=O)=O)cc3)C(c3ccc(C)cc3)C2)cc1 (stereo unspecified)	67.9	84.5	85.7	85.7	84.6	73.1	66.8	48.5
Clc1ccc(C2=CSC3=NCCN23)cc1	92.9	94.0&93.2	100.3&89.7	110.5&108.0	99.4&91.8	99.4	91.4&101.5	92.5&91.4
FC(F)(F)c1cc(Nc2cccc(Oc3ccc(NC4=NCCN4)nc3)c2)ccc1Cl	23.4	-94.8*	.	9.7*	39.7	44.7	5.1*	-42.5*
Cc1nc(-c2cc3ccccc3oc2=O)ccc1C(=O)/C=C/c1ccc(Cl)c(Cl)c1	104.0	86.9	96.9	95.5	90.7	108.1	134.1	86.3
COc1cc(Cl)cc(-c2nn(C(=O)NS(=O)(=O)c3cccc(Br)c3)cc2-c2ccncc2)c1	91.3	47.7	81.6	58.1	70.2	36.4	99.8	107.7
O=C(CN1CCN(c2cc(=O)[nH]c3ccc(F)cc23)CC1)N1CCCc2ccccc21	82.6	95.5	88.2	90.4	92.3	92.3	100.2	68.4
COc1ccc(C2CN=NC2C(=O)c2ccccc2)cc1 (stereo unspecified)	104.8	102.8	99.7	92.4	90.8	94.6	80.1	99.5
CC(C)(C)c1cc(/C=N/Nc2cc(Cl)ncn2)c(O)c(C(C)(C)C)c1	53.7	70.0	78.3	69.3	72.4	94.0	54.7	41.7
CCCC(CCC(=O)O)(CCC(=O)O)[N+](=O)[O-]	97.8	96.2	99.2	108.2	119.7	103.9	83.2	99.0
NC(=O)c1c(NC(=O)c2ccc(Cl)cc2)sc2c1CCC(=O)C2	35.9	56.5	92.7	86.3	64.0	25.1	99.6	57.8
CCOC(=O)c1nc2cc(C#N)ccn2c1C(=O)c1ccccc1	89.3	96.4	99.0	102.8	97.7	111.3	99.8	109.8
O=C(Cc1ccccc1)c1ccc(O)cc1	116.7	100.0	94.9	102.9	106.7	98.9	111.1	116.2
COc1ccc(/C=C/C(=O)N2C(=O)c3ccccc3S2(=O)=O)cc1OC	111.8	99.9	95.2	99.3	99.9	111.0	98.5	97.2
O=[N+]([O-])c1ccc2[nH]ccc2c1	73.8	104.2	92.0	88.4	87.2	91.1	71.9	86.4
NC(N)=NC(N)=Nc1ccc2ccccc2c1	80.6	90.9	75.7	83.8	75.6	86.0	107.9	75.7
COc1cc(/C=C/C(=O)c2ccc(Cl)cc2)ccc1Oc1nc(Nc2ccc(F)cc2)nc(N(C)C)n1	41.2	27.0	92.0	87.8	75.1	86.4	78.1	37.1
Cc1nc2sc(C(=O)Nc3cccc(Br)c3)c(N)c2cc1C(=O)c1ccccc1	95.2	103.2	92.7	96.5	93.2	102.3	102.1	92.5
O=C(O)C1C(c2ccccc2)c2ccccc2C(O)C1CO (stereo unspecified)	114.8	103.1	146.4	94.9	.	103.4	98.7	97.0
CC(=O)NCCNC(C)=O	94.8	97.6	97.6	106.8	109.9	100.8	115.1	92.5

Laid out differently: entries from further up
Order of values: T-47D, LOX IMVI, MALME-3M, MDA-MB-231, HS 578T, BT-549, SK-MEL-2, MCF7
COc1ccc(-c2cc(C(=O)Nc3nc4ccc(OC)cc4s3)nc3cc(-c4ccccc4)nn23)cc1
    96.4, 93.1, ., 118.3, 101.4, 125.6, ., 87.3
COc1cc(OC)c2c(=O)c3c(CC=C(C)C)cc(OC)c(O)c3oc2c1
    57.7, 82.0, 113.7, 91.1, 88.7, 77.5, 91.4, 78.5
COc1cc2nn(-c3ccccc3N)nc2cc1OC
    93.6, 94.7, 103.0, 115.8, 92.6, 81.3, 106.3, 90.7
O=C(COCc1c(-c2ccccc2)no[n+]1[O-])Nc1ccc(C(=O)/C=C/c2ccc(Cl)cc2)cc1
    108.9, 77.4, 119.4, 106.9, 92.6, 101.8, 125.2, 94.6

Reformatted field by field: entries from further up
O=[N+]([O-])c1ccc2[nH]ccc2c1
  T-47D = 73.8; LOX IMVI = 104.2; MALME-3M = 92.0; MDA-MB-231 = 88.4; HS 578T = 87.2; BT-549 = 91.1; SK-MEL-2 = 71.9; MCF7 = 86.4

NC(N)=NC(N)=Nc1ccc2ccccc2c1
  T-47D = 80.6; LOX IMVI = 90.9; MALME-3M = 75.7; MDA-MB-231 = 83.8; HS 578T = 75.6; BT-549 = 86.0; SK-MEL-2 = 107.9; MCF7 = 75.7

COc1cc(/C=C/C(=O)c2ccc(Cl)cc2)ccc1Oc1nc(Nc2ccc(F)cc2)nc(N(C)C)n1
  T-47D = 41.2; LOX IMVI = 27.0; MALME-3M = 92.0; MDA-MB-231 = 87.8; HS 578T = 75.1; BT-549 = 86.4; SK-MEL-2 = 78.1; MCF7 = 37.1

Cc1nc2sc(C(=O)Nc3cccc(Br)c3)c(N)c2cc1C(=O)c1ccccc1
  T-47D = 95.2; LOX IMVI = 103.2; MALME-3M = 92.7; MDA-MB-231 = 96.5; HS 578T = 93.2; BT-549 = 102.3; SK-MEL-2 = 102.1; MCF7 = 92.5

Later entries.
SMILES	T-47D	LOX IMVI	MALME-3M	MDA-MB-231	HS 578T	BT-549	SK-MEL-2	MCF7
Cn1c(O)c(N=NC(=O)c2cc3ccccc3[nH]2)c2ccccc21	63.7	91.5	98.1	85.1	98.1	104.4	104.2	72.2
NCCCCC1(CCCCN)OCCO1	104.9	99.2	95.0	108.9	94.4	99.1	97.4	94.0
COc1cccc2c1C=C1CCCCC3=Cc4c(OC)cccc4OC13O2	40.3	32.8	36.5	56.7	42.8	64.0	48.6	26.5
NC(=S)N=Nc1ccc(O)c2c(O)ccc(O)c12	90.6	89.0	106.0	91.8	91.5	87.0	.	85.3
CCN(CC)S(=O)(=O)c1ccc(OC)c(NC(=O)c2[nH]c(C)c3c2CCCCC3=O)c1	16.6	9.9*	60.6	43.0	16.4	59.8	55.3	19.0
COc1ccc2c(c1)oc1c(C)c3c(c(C)c12)C(=O)N(Cc1ccccc1)C3=O	89.6	96.1	97.4	103.1	101.6	103.2	101.7	100.0
CC(=O)Nc1ccccc1S(=O)(=O)O	128.3	102.1	107.8	88.0	110.8	.	118.8	97.0
CC(=O)c1c(C)c(C)cc(C)c1C	111.1	92.6	106.9	93.7	103.1	108.7	124.5	96.8
CC(C)(C)COC(=O)C(C)(C)C	112.0	103.4	.	110.6	98.4	112.3	.	90.6
COc1ccc(/C=C2/N=C(c3cnccn3)N(c3cccc4cccnc34)C2=O)cc1	84.9	89.2	92.2	91.1	89.6	107.7	123.7	93.2
O=C(O)c1ccc(-c2nn(-c3ccc(C(=O)O)cc3)cc2CNc2ccc(F)cc2)cc1	92.9	98.2	95.1	108.5	105.4	102.6	99.9	92.8
O=C(O)Cc1ccc(I)cc1	98.2	92.3	105.4	98.2	107.2	114.5	116.1	107.4
Cc1ccc(/C=C/CC(=O)Nc2ccc(C(=O)Nc3ccc(F)cc3N)nc2)cn1	10.8	24.3	23.9	54.7	35.6	48.5	31.3	18.4
CCN(CC)c1ccc(C=Nc2ccnc3ccc(OC)cc23)cc1	108.9	94.9	108.4	98.9	.	98.7	92.3	93.1
Clc1ccc(-c2nnc(CCc3nc(-c4ccc(Br)cc4)no3)o2)cc1	110.0	.	109.3	102.1	111.0	110.2	116.2	99.6
CCOC(=O)C(=O)CC(=O)/C=C/c1ccccc1	103.5	81.5	105.5	117.0	.	105.5	98.5	94.3
CC(C)(C)NC[C@@H](O)COc1nsnc1N1CCOCC1	.	103.6	108.3	85.7	151.3	99.5	96.7	110.3
COc1ccc(-c2nn(-c3ccc(NC(=O)Nc4cc(C(F)(F)F)cc(C(F)(F)F)c4)cc3)cc2-c2ccncc2)cc1Cl	25.3	15.0	11.4	8.0*	.	17.5	-38.3*	15.5
CCOC(=O)C1=C(C)NC(C)=C(C(=O)OCC)C1(C)C	95.0	104.4	111.4	98.8	106.5	93.6	.	98.9
CCCCN(CCCC)C(C)CO (stereo unspecified)	93.4	99.7	106.8	112.0	94.0	98.6	104.0	93.5
CCCCCCCCC(C)OC(=O)c1nn(C(C)=O)c2ccccc12 (stereo unspecified)	88.6	103.1	105.9	99.7	101.4	95.4	97.7	90.1
Cc1cccc(NC(=O)Nc2ccc(Oc3ccc(=O)[nH]n3)cc2)c1	87.2	101.5	95.7	98.8	78.2	99.2	90.6	85.2
COc1ccc(CCn2cncc2-c2c[nH]c3ccccc23)cc1	80.2	88.3	90.8	74.5	78.2	90.0	88.6	78.7
C/C(=N\NC(=O)c1ccncc1)c1ccc(N)cc1	83.8	98.0	98.5	98.4	96.8	93.2	105.3	95.9
COc1ccc(C(=O)/C=C/c2c(Cl)nc3c(c(C)nn3-c3ccccc3)c2-c2ccccc2)cc1	111.1	96.1	97.2	118.8	102.9	97.7	103.7	102.8
Additional structures:
SMILES	T-47D	LOX IMVI	MALME-3M	MDA-MB-231	HS 578T	BT-549	SK-MEL-2	MCF7
CC(=O)OC[C@]12CC[C@@H](C(=O)CBr)[C@@H]1[C@H]1CC[C@@H]3[C@@]4(C)CCCNC(C)(C)[C@@H]4CC[C@@]3(C)[C@]1(C)CC2	-69.9*[100 µM]	-91.6*[100 µM]	-75.7*[100 µM]	-71.8*[100 µM]	-22.7*[100 µM]	-62.0*[100 µM]	-80.8*[100 µM]	-54.3*[100 µM]
CCCCN1CCCCC1	97.3	97.7	85.8	116.9	104.8	102.6	103.3	101.1
O=c1c(/C=C/c2ccco2)n[nH]c(=S)n1/N=C/c1ccc([N+](=O)[O-])cc1	71.7	95.2	101.2	106.9	120.5	96.6	29.7	26.9
Cc1nc2ncc(-c3ccc4ncnc(NCc5ccccc5)c4c3)cc2[nH]1	1.3*	41.3	63.4	24.4	29.2	57.3	74.0	27.1
C#CCn1cc(C=C2C(=O)NC(=O)NC2=O)c2cc(Cl)ccc21	60.8	73.2	98.4	86.2	84.0	64.6	98.1	72.4
CC(Br)C(C)C(Cl)(Cl)Cl (stereo unspecified)	95.7	98.6	98.2	102.9	101.4	102.4	114.4	95.2
CCCN1CCN(c2ccc3nc(-c4ccc5nc(-c6ccc(C(F)(F)F)cc6)[nH]c5c4)[nH]c3c2)CC1	48.0	-92.9*	-64.7*	-86.9*	4.6*	73.5	7.5*	-77.0*
CCOC(=O)/C(O)=C(\C=N\C(=S)Nc1ccc(Cl)c(Cl)c1)C(=O)OCC	58.3	92.9	89.3	94.3	95.6	100.3	115.8	81.0
CCSc1ncnc2nc(SC)[nH]c12	100.7	91.5	108.5	99.0	102.8	110.2	107.8	93.8
O=C1c2c(nc3ccccn23)NC(=O)N2CCC[C@@H]12	92.8	92.8	93.1	117.9	94.6	82.8	106.6	99.9
O=S(=O)(O)C1(O)CCCCC1	85.7	97.7	86.9	84.4	104.0	111.8	90.1	78.0
CCN(CC)CCCC(C)Nc1ccnc2cc(Cl)c(SCc3ccccc3)cc12 (stereo unspecified)	-58.3*	-90.9*	-77.3*	-78.5*	.	-81.0*	-71.1*	-49.5*
O=S(=O)(O)CCl	97.2	86.8	101.8	108.3	.	100.0	103.6	102.8
N#Cc1ccc(C(=O)CSc2nccc(Nc3ccc(S(N)(=O)=O)cc3)n2)cc1	88.5	94.7	103.7	96.5	97.5	100.8	103.1	99.4
OC1(c2ccccc2)Oc2ccccc2C(c2ccccc2)C1c1ccccc1 (stereo unspecified)	67.2	58.8	92.0	73.2	81.0	.	86.9	76.6
CCCCc1ccc(NS(=O)(=O)c2cc3c4c(c2)CCN4C(=O)CC3)cc1	25.4	.	17.8	35.7	47.8	0.3*	40.8	16.2
COc1ccc(N(Cc2ccc(Cl)cc2)C2OC(=O)c3ccccc32)cc1 (stereo unspecified)	90.2	95.9	95.2	92.3	100.6	97.7	99.6	94.7
CN1C(=S)N(C)C2NC(N3CCOCC3)=NC21 (stereo unspecified)	93.2	105.0	107.8	104.5	100.5	115.5	104.4	93.0
O=c1onc(-c2cc3ccccc3nc2Cl)n1-c1cccc(Cl)c1	64.2	89.1	91.9	56.2	89.9	83.8	83.8	76.8
CCOC(=O)c1csc(NC(=S)Nc2ccc(Cl)cc2)n1	72.3	92.1	86.3	101.1	97.4	90.6	75.1	87.0
COc1ccc(C2CC(c3cc(Cl)c(C)cc3O)=NN2c2ccc(S(N)(=O)=O)cc2)cc1OC (stereo unspecified)	16.3	60.1	84.4	58.4	71.0	71.5	84.8	17.9
CCc1ccc(C(=O)/C=C/C23c4ccccc4C(c4ccccc42)C2C(=O)NC(=O)C23)cc1 (stereo unspecified)	21.9	-68.7*	-59.9*	9.9*	41.0	-7.3*	3.4*	16.6
COc1ccc(C2=NN(C(=O)c3ccc(S(C)(=O)=O)cc3)C(c3ccc(OC)c(OC)c3)C2)c(OC)c1 (stereo unspecified)	74.8	102.8	112.9	95.2	100.8	91.6	.	98.7
CC1(C)C(=O)OCC2=C1CCCC2	101.4	103.0	93.1	101.4	101.6	113.9	113.8	91.3
OC(Cn1cncn1)(Cn1cncn1)c1ccc(F)cc1F	93.9	101.3	102.7	100.2	109.9	93.6	96.1	.
